Source: PubChem
PNC inhibitor: inhibitors of perinucleolar compartment assembly; PC3M PTB-GFP, PNC prevalence imaging, 16 h; stronger effect = lower value; activity change (PNC), negative = inhibition, % at 10 µM; 140,000 tested, 3.1% active;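 active = readout at or below -70, meaning at least 70% loss of cells showing the perinucleolar compartment, a nuclear body marking cancer cells; inconclusive = readout between -30 and a set limit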;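 also: plate controls were DMSO wells for no effect and camptothecin positive control wells for full effect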
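Compounds are pinned in duplicate onto adhered PC3M cells stably expressing GFP-tagged PTB and incubated 16 h at 37 C. Cells are then fixed, nuclei stained with Hoechst, and PNC-positive cells counted.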
ALOX12 inhib: 12-hLO (ALOX12) enzyme inhibition | purified 12-hLO, xylenol orange hydroperoxide absorbance | Potency, µM (titrated, usually from 57.1 µM), inactives show at the top dose activity change, negative = inhibition, most hits filed as inhibitors | 150,000 tested, 0.12% active | AID 1452; also: potency is read from the fitted curve at half-maximal effect; nearly all actives have a fitted effect of over 55% in size; many of its hits are not listed in these tables
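150 nM 12hLO, 25 mM Hepes pH 7.0 + 0.01% Triton X-100; cpd preinc 15 min RT; 40 uM arachidonic acid, 30 min RT; Fe-XO 30 min; A573/A405 ratio as read-out.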
15-hLO-2 inh: inhibitors of human 15-lipoxygenase 2 (ALOX15B). O15296. purified 15hLO-2, xylenol orange hydroperoxide absorbance. Potency, µM (highest dose often 57.1 µM), without a hit: at the top dose activity change, negative = inhibition, usual class: inhibitors. 110,000 tested, 0.56% active; also: potency is read from the fitted curve at half-maximal effect; nearly all actives have a fitted effect of over 60% in size; many of its hits are not listed in these tables
Target sequence (O15296 whole entry, looked up): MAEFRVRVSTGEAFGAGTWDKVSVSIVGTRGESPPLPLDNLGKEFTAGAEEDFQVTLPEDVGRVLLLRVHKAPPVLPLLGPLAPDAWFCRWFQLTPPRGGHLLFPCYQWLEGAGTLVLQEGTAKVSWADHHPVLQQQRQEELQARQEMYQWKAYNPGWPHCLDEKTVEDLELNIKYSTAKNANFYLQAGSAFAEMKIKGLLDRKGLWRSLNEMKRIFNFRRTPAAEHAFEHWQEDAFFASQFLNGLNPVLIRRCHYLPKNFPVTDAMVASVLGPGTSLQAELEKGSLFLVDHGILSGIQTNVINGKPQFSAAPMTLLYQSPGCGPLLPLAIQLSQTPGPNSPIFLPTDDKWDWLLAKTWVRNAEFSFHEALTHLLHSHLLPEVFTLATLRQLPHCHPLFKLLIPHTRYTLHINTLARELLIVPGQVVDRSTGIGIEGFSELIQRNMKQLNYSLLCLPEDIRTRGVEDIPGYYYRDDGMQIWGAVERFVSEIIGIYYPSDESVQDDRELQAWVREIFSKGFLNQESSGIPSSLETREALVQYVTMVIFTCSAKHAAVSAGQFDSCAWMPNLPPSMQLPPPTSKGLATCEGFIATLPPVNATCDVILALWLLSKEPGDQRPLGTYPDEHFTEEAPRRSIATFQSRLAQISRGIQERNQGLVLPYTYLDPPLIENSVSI
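Read-out: hydroperoxide product oxidises ferrous iron, measured as xylenol orange complex via the 573-to-405 nm absorbance ratio after 30 min. Reaction: 50 nM enzyme, 15 min compound preincubation, 45 uM arachidonic acid, 90 min RT, Hepes pH 7.5 with Triton X-100.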
IMPase inh: cell-permeable inhibitors of inositol monophosphatase (IMPase) | P97697 | CHO-M1 cells, IP1 accumulation, HTRF TR-FRET ratio | inhibition (IP1 accumulation), % at 46.1 µM | 120,000 tested, under 10 active | AID 901; active = well fitted curve in the direction sought with a large enough effect in the signal ratio, not every such curve was filed as active; inconclusive = small, poorly fitted or top-dose-only effect, or a change in a side signal; inactive = no such curve, though single readings can be large or run the other way; the % refers to the signal ratio;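 also: cells stimulated with carbachol in lithium chloride buffer; plate controls were DMSO basal wells for no effect and reference inhibitor wells for full effect; higher means more IMPase inhibition seen as more IP1 and lower FRET ratio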
Target sequence (P97697 whole entry, looked up): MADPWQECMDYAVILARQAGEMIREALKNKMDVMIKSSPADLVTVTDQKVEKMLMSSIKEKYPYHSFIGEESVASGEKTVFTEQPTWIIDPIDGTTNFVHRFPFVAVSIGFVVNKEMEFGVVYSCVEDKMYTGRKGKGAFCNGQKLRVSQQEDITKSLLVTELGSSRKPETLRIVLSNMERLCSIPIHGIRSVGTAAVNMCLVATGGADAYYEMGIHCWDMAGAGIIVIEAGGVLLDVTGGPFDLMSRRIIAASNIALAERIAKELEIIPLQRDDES
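In this qHTS, compounds (final up to 46 uM) act on CHO-M1 cells that are then activated through the M1 receptor with carbachol, in pH 7.4 buffer containing 50 mM LiCl, for 30 min. IP1 accumulation is quantified by the IP-One immunoassay.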
* marks the source's active call; other numbers are inactive results; ? = inconclusive; nt = no result given. Unless noted, calls follow the shape of the dose curve; as a rule, active = well fitted curve in the direction sought with a large enough effect; inconclusive = small, poorly fitted or top-dose-only effect, or another doubt; inactive = no such curve, though single readings can be large; an effect the other way counts as inactive or inconclusive. Unless noted, % is scaled to controls: 0 for no effect and ±100 for the full control effect. This is a subset; count on the stated rates, not on these rows.

# | IMPase inh | ALOX12 inhib | Structure | 15-hLO-2 inh | PNC inhibitor
1 | 3.4 | 0.7% | C=CCn1c(SCCOc2ccc(OC)cc2)nnc1C(NC(=O)c1ccc(OC)cc1)C(C)C (stereo not given) | 15.3% | ?
2 | -1.1 | -1.4% | CC1=C(C(=O)Nc2ccccc2)C(c2sccc2C)n2nnnc2N1 (stereo not given) | 3.5% | 3.4
3 | 6.2 | 1.6% | O=C(CN(C(=O)c1ccc(Cl)cc1)C1CCCCC1)Nc1ccc(Cl)c([N+](=O)[O-])c1 | nt | ?
4 | -2.7 | -1.9% | CCN(Cc1ccccc1)C(=O)COC(=O)CNS(=O)(=O)c1ccc(C)cc1 | nt | -4.1
5 | -7.2 | -5.4% | Cc1cc(C)n(C(=O)c2ccc(S(=O)(=O)N3CCOCC3)cc2)n1 | -10.7% | 35.8
6 | 0.8 | 3.6% | O=C(NNC(=O)c1ccccc1-n1cccc1)c1cccc(Cl)c1 | 4.6% | 114.1
7 | nt | 0.2% | Cc1onc(-c2ccccc2)c1C(=O)N/N=C/c1cc(Br)c(Br)o1 | nt | 51.3
8 | -9.3 | 1.2% | CC(C)COc1nc2ccccc2nc1C(C#N)C(=O)NC1CCCCC1 (stereo not given) | -3.6% | 24.3

Complete entries as entered above. Values in the order: IMPase inh, ALOX12 inhib, 15-hLO-2 inh, PNC inhibitor
Cc1cc(C)n(C(=O)c2ccc(S(=O)(=O)N3CCOCC3)cc2)n1 is listed with -7.2, -5.4%, -10.7%, 35.8
O=C(NNC(=O)c1ccccc1-n1cccc1)c1cccc(Cl)c1 is listed with 0.8, 3.6%, 4.6%, 114.1
O=C(CN(C(=O)c1ccc(Cl)cc1)C1CCCCC1)Nc1ccc(Cl)c([N+](=O)[O-])c1 is listed with 6.2, 1.6%, nt, ?
C=CCn1c(SCCOc2ccc(OC)cc2)nnc1C(NC(=O)c1ccc(OC)cc1)C(C)C (stereo not given) is listed with 3.4, 0.7%, 15.3%, ?
Cc1onc(-c2ccccc2)c1C(=O)N/N=C/c1cc(Br)c(Br)o1 is listed with nt, 0.2%, nt, 51.3

Other entries follow:
# | IMPase inh | ALOX12 inhib | Structure | 15-hLO-2 inh | PNC inhibitor
9 | nt | 4.4% | Cc1cc(C)nc(NS(=O)(=O)c2ccc(N3C(=O)C4C5C=CC(C5)C4C3=O)cc2)n1 (stereo not given) | nt | -27.8
10 | nt | 3.8% | COc1ccc(S(=O)(=O)NC(C)C(=O)Nc2cccc([N+](=O)[O-])c2)cc1 (stereo not given) | nt | -19.9
11 | 0.0 | 0.3% | COc1cc2c(cc1OC)C(c1cccs1)NCC2 (stereo not given) | -3.2% | -28.4
12 | -5.7 | -2.7% | COc1ccc(-c2nc(-c3ccccc3)[nH]c(=O)c2C#N)cc1 | -14.9% | -19.8
13 | 5.6 | 6.0% | O=C(CC1Sc2ccccc2NC1=O)Nc1cccc(C(=O)O)c1 (stereo not given) | nt | -12.1
14 | nt | 0.7% | Cc1[nH]c2ccccc2c1C(=O)/C=C/c1ccccc1Cl | nt | 80.5
15 | 0.0 | -5.8% | N/C(=N\c1nc2c(c(=O)[nH]1)CCCC2)Nc1ccccc1 | 1.3% | 4.1
16 | 3.5 | -1.0% | CCOC(=O)c1ccc(NC(=O)CN(Cc2ccc(Cl)cc2)S(C)(=O)=O)cc1 | 6.2% | 32.5
17 | -1.1 | -2.0% | Cc1nc(-c2cccc(S(=O)(=O)N3CCCC(C)C3)c2)cs1 (stereo not given) | 12.5% | -7.0
18 | 8.5 | 3.2% | CC1(C)CC(=O)C=C(Nc2cc(-c3ccccc3)[nH]n2)C1 | -2.1% | 7.6
19 | 4.4 | -0.1% | Cc1ccccc1C(=O)NC1CCN(Cc2nnnn2Cc2ccc(F)cc2)CC1 | -8.6% | ?
20 | 0.0 | -5.8% | Cc1cc(C)cc(OCc2nnc(SCC(=O)Nc3ccccc3)o2)c1 | -1.0% | ?
21 | -6.6 | -0.2% | CN=C1CC(SC)=C1c1ccc(C)cc1 | nt | 43.3
22 | nt | -4.4% | S=C(NCCCN1CCOCC1)Nc1ccc(Cl)cc1Cl | nt | 39.6
23 | -6.2 | -4.9% | N#CC1=C(N)OC2=C(C(=O)CCC2)C1C1C=CCCC1 (stereo not given) | 3.8% | -26.5
24 | 11.1 | 4.5% | Cc1nc(NCCc2ccc(S(N)(=O)=O)cc2)c2c(C)c(C)sc2n1 | -7.1% | ?

Of the compounds above, 3 have a cyano group:
# | IMPase inh | ALOX12 inhib | Structure | 15-hLO-2 inh | PNC inhibitor
8 | -9.3 | 1.2% | CC(C)COc1nc2ccccc2nc1C(C#N)C(=O)NC1CCCCC1 (stereo not given) | -3.6% | 24.3
12 | -5.7 | -2.7% | COc1ccc(-c2nc(-c3ccccc3)[nH]c(=O)c2C#N)cc1 | -14.9% | -19.8
23 | -6.2 | -4.9% | N#CC1=C(N)OC2=C(C(=O)CCC2)C1C1C=CCCC1 (stereo not given) | 3.8% | -26.5

Later entries
# | IMPase inh | ALOX12 inhib | Structure | 15-hLO-2 inh | PNC inhibitor
25 | 2.7 | -7.1% | CCc1cc2c(=O)c(-c3cnn(-c4ccccc4)c3)coc2c(CN2CCOCC2)c1O | 28.1% | -11.2
26 | 3.0 | 1.8% | COc1ccc(N2C(=O)C3C4C=CC(C5CC45)C3C2=O)c([N+](=O)[O-])c1 (stereo not given) | -2.6% | 13.8
27 | -2.0 | -2.4% | CC1(C)CC2CC(C)(CN2C(=O)CCCN2C(=O)c3ccccc3C2=O)C1 (stereo not given) | -0.5% | 0.1
28 | -2.1 | -1.8% | O=C(Nc1ccc(SC(F)F)cc1)C12CCC(CC1)C2 | nt | -112.6*
29 | nt | 0.5% | COc1ccc(C(Nc2ccccn2)c2oc(CO)cc(=O)c2O)cc1 (stereo not given) | nt | 6.0
30 | 4.5 | -0.3% | O=C(O)/C=C\C(=O)N1CCc2ccccc21 | nt | ?
31 | nt | -6.1% | O=C(Nc1ccn(-c2ccccc2)n1)c1ccc(Cl)cc1 | nt | 50.0
32 | -2.1 | -0.2% | O=S(=O)(O)CCN1CCOCC1 | -6.4% | -15.4
33 | 3.3 | -8.7% | Cc1ccnc(Sc2ccc([N+](=O)[O-])cc2[N+](=O)[O-])n1 | -8.1% | 42.1
34 | -6.7 | 1.6% | O=C(COC(=O)c1cccs1)c1ccc2c(c1)OCCO2 | -12.7% | -19.4
35 | 1.9 | -25.9% | Cc1ccc(S(=O)(=O)c2c(N)n(CC3CCOC3)c3nc4ccccc4nc23)cc1 (stereo not given) | -18.4% | 11.7
36 | 4.3 | -1.9% | O=C1CC(N2CCCN(C3CC(=O)N(c4ccc(F)cc4)C3=O)CC2)C(=O)N1c1ccc(F)cc1 (stereo not given) | -18.4% | -12.8
37 | -11.0 | -1.1% | CCOC(=O)CNC(=O)c1c2c(nc3ccccc13)CCCC2 | -7.4% | -7.1
38 | nt | -6.3% | CCOC(=O)c1cc(-c2ccc(C)cc2)n(CCC(=O)N2CCN(c3ccccn3)CC2)c1C | nt | -12.5
39 | 0.6 | 2.2% | O=C(CCCC(=O)N1CCc2ccccc21)N1CCc2ccccc21 | 1.2% | 3.7
40 | 1.5 | -0.6% | O=C(O)c1coc2ccccc12 | 3.0% | 21.3
41 | 0.3 | -0.5% | CCCCN(Cc1ccccc1)C(=O)c1cnc2n(c1=O)CCS2 | nt | -13.0
42 | 12.9 | -3.1% | COc1ccc(C)cc1S(=O)(=O)N1CCN(c2cccc(C(F)(F)F)c2)CC1 | 3.3% | ?
43 | 0.6 | -1.1% | O=C(c1ccccc1)c1c[nH]c(C(=O)NCc2cccnc2)c1 | 2.0% | 8.4
44 | -4.4 | -5.3% | CC(C)CCn1c(N)c(S(=O)(=O)c2cccs2)c2nc3ccccc3nc21 | -18.7% | ?
45 | 4.0 | -11.8% | CCOC(=O)C1=C(c2ccccc2)NC(SCC(=O)NC2CCCCC2)=C(C#N)C1c1ccco1 (stereo not given) | -2.6% | 30.4
46 | nt | 9.4% | CN1CCN(NC(=O)COc2cccc(C(F)(F)F)c2)CC1 | nt | ?
47 | 4.0 | 1.3% | O=C(O)COc1cccc(NC(=O)C2CCCO2)c1 (stereo not given) | 1.2% | ?
48 | nt | -2.6% | COC(=O)C1=CN(c2ccc(OC)cc2)C=C(C(=O)OC)C1c1ccc(C)c([N+](=O)[O-])c1 | nt | 14.2
49 | nt | 4.6% | CCCCNC(=O)NNC(=O)COc1cc(C)cc(C)c1 | nt | 20.2
50 | 2.9 | -5.5% | CC(C)CC(NC(=O)COc1ccccc1)C(=O)O (stereo not given) | -18.3% | 124.2
51 | 3.9 | 1.1% | CCOc1cc(/C=N/NC(=O)c2ccncc2)ccc1OC(=O)c1ccc([N+](=O)[O-])cc1 | -11.9% | 23.1
52 | 10.6 | -12.9% | N/C(Cc1ccc([N+](=O)[O-])cc1)=N\OC(=O)Cc1ccc(Cl)cc1 | nt | ?
53 | -4.4 | -0.8% | CC(=O)N1CCN(C(=O)COc2ccc(Br)cc2)CC1 | -13.1% | -81.3*
54 | -1.5 | 2.6% | CS(=O)(=O)NCCSc1nnnn1-c1ccccc1 | -1.6% | 0.2
55 | nt | -4.6% | CCC(C)NCCCOc1c(C)cc(C)cc1Br (stereo not given) | nt | ?
56 | nt | -0.7% | COc1cccc(Nc2ncc3nc(-c4cc(F)cc(F)c4)c(=O)n(C4CC4)c3n2)c1 | -2.5% | nt
57 | nt | -6.8% | O=C(NCCNc1ccc([N+](=O)[O-])cc1C(F)(F)F)c1ccc(F)cc1 | nt | 18.7
58 | -7.8 | -3.9% | COc1ccc(S(=O)(=O)N2CCSC2)cc1C | nt | ?
59 | -6.4 | -1.5% | COc1ccccc1OCCC(=O)OCC(=O)NC(C)c1ccccc1 (stereo not given) | nt | -83.5*
60 | -4.5 | 8.3% | CC(=O)C1=C(O)C(=O)N(CCc2c[nH]c3ccccc23)C1c1ccc(O)cc1 (stereo not given) | 8.9% | -16.0
61 | nt | -5.9% | Cc1sc2ncnc(N=Nc3c(O)[nH]c4ccccc34)c2c1C | nt | ?
62 | 1.6 | 3.0% | O=C(CSc1nc2ccccc2[nH]1)NCCN1CCCCC1 | -2.3% | -11.6
63 | 16.9 | -3.2% | CCCN(S(=O)(=O)c1ccc(OCC)cc1)S(=O)(=O)c1cccs1 | 1.9% | -26.8
64 | ? | 4.9% | Nc1cc(=O)[nH]c(SCCNS(=O)(=O)c2ccccc2)n1 | -2.5% | 1.4
65 | 0.2 | -14.6% | CCOC(=O)Cn1cnc2c(cnn2-c2ccc(Cl)cc2)c1=O | 3.6% | ?
66 | 4.1 | -8.2% | CCn1nc(C(=O)OCC(=O)c2c[nH]c3ccccc23)c2ccccc2c1=O | -5.1% | -4.1
67 | 7.0 | -6.2% | Cc1ccc2c(COC(=O)c3cnc(C)cn3)cc(=O)oc2c1 | -5.2% | -19.5
68 | 4.6 | -11.2% | CCC(=O)OCCNc1cc(SCCC(=O)OC)c2nonc2c1[N+](=O)[O-] | nt | 24.7
69 | -8.2 | -1.6% | S=c1[nH]nc(-c2cc(-c3ccco3)[nH]n2)n1-c1ccccc1 | -6.6% | 61.2
70 | 2.7 | 3.2% | CCC(C(=O)Nc1ccccc1C(=O)N1CCOCC1)N1C(=O)c2ccccc2C1=O (stereo not given) | 1.5% | -25.7
71 | -0.1 | 2.6% | CC(=O)N=c1sc2ccccc2n1C | -6.6% | -5.0
72 | -21.4 | 2.6% | CCOc1ccc(-c2nn(-c3ccccc3)cc2/C=C2\SC(N)=NC2=O)cc1C | 0.5% | -21.7
